# Bioassay records (PubChem BioAssay)
# TLR9-MyD88 block: blocks human TLR9 binding to MyD88 | Q9NR96+Q99836 | CHO BLA complementation TLR9-MyD88, CCF4 FRET ratio | inhibition, % at 4.98 µM | 340,000 tested, 0.21% active | AID 504734;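 active means inhibition above the mean over all tested compounds plus 3 SD, cut at about 21% in these data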;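 further: 0% = DMSO only wells and 100% = clavulanate BLA inhibitor control wells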
# Target sequence (Q99836 whole entry, looked up): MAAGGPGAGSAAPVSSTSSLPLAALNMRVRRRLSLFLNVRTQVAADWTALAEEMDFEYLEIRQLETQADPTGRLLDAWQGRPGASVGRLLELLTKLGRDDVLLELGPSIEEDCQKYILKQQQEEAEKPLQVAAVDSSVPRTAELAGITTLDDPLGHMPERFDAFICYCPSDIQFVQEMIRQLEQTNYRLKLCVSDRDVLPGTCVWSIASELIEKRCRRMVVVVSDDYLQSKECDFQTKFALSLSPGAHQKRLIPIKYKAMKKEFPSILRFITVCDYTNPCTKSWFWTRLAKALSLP
# Target sequence (Q9NR96 whole entry, looked up): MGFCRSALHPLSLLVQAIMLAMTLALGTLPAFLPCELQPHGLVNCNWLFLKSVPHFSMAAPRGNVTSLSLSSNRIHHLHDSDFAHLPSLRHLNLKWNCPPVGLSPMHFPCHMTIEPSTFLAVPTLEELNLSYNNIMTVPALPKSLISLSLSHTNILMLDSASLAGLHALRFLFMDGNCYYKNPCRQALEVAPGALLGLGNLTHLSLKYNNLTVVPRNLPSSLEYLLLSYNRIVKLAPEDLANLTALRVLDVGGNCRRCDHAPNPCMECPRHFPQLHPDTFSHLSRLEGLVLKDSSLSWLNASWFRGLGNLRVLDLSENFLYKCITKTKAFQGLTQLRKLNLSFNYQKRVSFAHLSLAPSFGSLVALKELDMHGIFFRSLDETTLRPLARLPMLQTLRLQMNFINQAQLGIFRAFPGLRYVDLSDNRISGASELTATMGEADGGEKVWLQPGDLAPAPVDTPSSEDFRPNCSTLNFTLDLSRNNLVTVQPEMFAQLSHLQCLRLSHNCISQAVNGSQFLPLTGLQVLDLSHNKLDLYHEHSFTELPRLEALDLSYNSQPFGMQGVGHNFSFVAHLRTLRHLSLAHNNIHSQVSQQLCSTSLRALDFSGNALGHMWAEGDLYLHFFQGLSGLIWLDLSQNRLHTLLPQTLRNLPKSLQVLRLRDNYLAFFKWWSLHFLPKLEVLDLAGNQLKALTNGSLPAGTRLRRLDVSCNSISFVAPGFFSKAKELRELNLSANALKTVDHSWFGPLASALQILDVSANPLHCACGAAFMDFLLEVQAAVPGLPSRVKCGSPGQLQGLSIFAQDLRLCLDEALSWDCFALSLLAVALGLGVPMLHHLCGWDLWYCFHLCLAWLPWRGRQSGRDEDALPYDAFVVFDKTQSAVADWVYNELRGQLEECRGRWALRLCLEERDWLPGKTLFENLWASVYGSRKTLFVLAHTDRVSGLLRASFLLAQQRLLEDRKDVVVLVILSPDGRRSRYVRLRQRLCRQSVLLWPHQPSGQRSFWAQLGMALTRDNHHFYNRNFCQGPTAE
# NCOA3 inh: inhibits human SRC3 coactivator; Q9Y6Q9; HEK293 GAL4-SRC3 luciferase reporter, luminescence; inhibition, % at 3.6 µM; 360,000 tested, 0.17% active;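 active means inhibition above a per-campaign cutoff, the mean of all compounds plus 3 SD, cut at about 60% in these data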;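 further: 0% = DMSO-treated cells and 100% = gossypol-treated cells at 36 µM; higher means less SRC3-driven luciferase light from the GAL4 reporter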
# NR5A2 inv ag: inverse agonists of human LRH-1 (NR5A2); O00482; HEK293T StAR-luciferase reporter, LRH-1 transfected, 24 h; inhibition, % at 3.6 µM; 360,000 tested, 0.13% active; AID 602396;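 active means inhibition above the mean inhibition of all tested compounds plus 3 SD, cut at about 73% in these data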;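 further: 0% = DMSO wells and 100% = reporter-only cells lacking LRH-1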
# SRC1 inh: inhibitors of human steroid receptor coactivator 1 (SRC1). 360,000 tested, 0.12% active. AID 588354. inhibition, % at 3.6 µM. HEK293 GAL4-SRC1 luciferase reporter, luminescence. Q15788;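 active means inhibition above the campaign mean plus 3 SD, with each screening campaign given its own cutoff, cut at about 60% in these data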;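 further: 0% = DMSO treated cells and 100% = gossypol at 36 µM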
# TRAIL sens C8: sensitizes caspase-8 expressing cells to TRAIL. AID 624354. NB7+C8 cells + TRAIL, ATPlite viability luminescence. inhibition (viability loss, TRAIL sensitization), % at 10 µM. 360,000 tested, 1% active;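 active means compounds causing at least 50% loss of cell viability in the single-dose screen, relative to plate controls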
# LMP1 NFkB inh: inhibitors of Epstein-Barr LMP1-induced NF-kappaB reporter; LMP1-induced NF-kappaB luciferase reporter cells, luminescence; 350,000 tested, 0.69% active; AID 504558; inhibition, % at 12.5 µM; in the data active means inhibition above about 41%;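 further: 0% = neutral control wells and 100% = reference inhibitor control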
# TROY signal inh: blocks TROY-dependent signaling in reporter cells. 360,000 tested, 0.98% active. inhibition, % at 10 µM. Q293 LMP1-TROYcd NF-kB luciferase reporter, 4 h;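 active means compounds whose plate-normalised and pattern-corrected inhibition of the luciferase reporter signal at the single screening dose is 50% or more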
# NOD2-RIPK2 inh: NOD2-RIPK2 protein interaction inhibition; O43353; CHO BLA complementation NOD2-RIPK2, CCF4 ratio; inhibition, % at 4.98 µM; 360,000 tested, 0.38% active; AID 624267; in the data active means inhibition above about 21%;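 further: 0% = vehicle only and 100% = reference blocker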
# TWEAK-Fn14 inh: inhibitors of TWEAK-Fn14 interaction signaling | TWEAK-stimulated Fn14 reporter cells, luciferase luminescence, 8 h | inhibition, % at 10 µM | 360,000 tested, 2% active | AID 1159606; in the data active means inhibition above about 50%
# COUP-TFII inh: inhibitors of human COUP-TFII (NR2F2); HEK293T NGFI-A luciferase reporter, luminescence; P24468; AID 686940; inhibition, % at 8.6 µM; 370,000 tested, 0.7% active;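 active means inhibition above a per-plate cutoff, mean inhibition of test wells between control levels plus 3 SD, cut at about 38% in these data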;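 further: cells cotransfected with COUP-TFII expression vector driving the NGFI-A reporter; 0% = median of COUP-TF2 test wells and 100% = reporter-only cells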
# SRC2 inh: human SRC2 (NCOA2) inhibition | Q15596 | 370,000 tested, 0.17% active | HEK293 GAL4-SRC2 luciferase reporter, luminescence | AID 651957 | inhibition, % at 9 µM;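 active means inhibition above the mean inhibition of all tested compounds plus 3 SD, set per campaign, cut at about 52% in these data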;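 further: 0% = DMSO treated cells and 100% = cells given Gossypol at 36 µM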
# The depositor's hits bear a star; . = not tested or not shown. This is a subset. The share of hits here may be higher or lower than overall.
# Values run as follows: TLR9-MyD88 block	NCOA3 inh	NR5A2 inv ag	SRC1 inh	TRAIL sens C8	LMP1 NFkB inh	TROY signal inh	NOD2-RIPK2 inh	TWEAK-Fn14 inh	COUP-TFII inh	SRC2 inh
1) Cc1c(F)cccc1NS(=O)(=O)c1ccc2c(c1)NC(=O)CO2
→ 2	10	6	8	-2	-3	2	5	39	11	-10
2) CC1(C)c2ccccc2-n2c1cc1oc(=O)cc(O)c1c2=O
→ -1	5	10	-2	-8	-9	28	-2	-6	11	2
3) CC(C)(C)NC(=O)C[C@H]1C[C@H](C(=O)N2CCCCC2)[C@@]2(C)c3[nH]c4cc(-c5ccco5)ccc4c3CCN2C1=O
→ -7	-12	-16	-48	-5	17	0	7	14	6	-24
4) CCOC(=O)c1sc(NC(=O)CSc2nc3c(cc2C#N)CCCCCC3)c(C#N)c1C
→ 10	-16	-1	-5	6	13	44	1	-3	-2	-3
5) O=C(Nc1ccc(F)cc1F)c1c(C(F)(F)F)ccnc1Oc1ccccc1
→ .	14	11	12	13	.	-2	-13	-5	0	10
6) CCSc1nnc(NC(=O)C2CC(=O)N(Cc3ccc(C)cc3)C2)s1 (stereo not drawn)
→ -3	4	9	7	8	0	4	-5	-3	-16	1
7) COC(=O)C(C(=O)OC)C1CCCCC1NS(=O)(=O)c1ccc(C)cc1 (stereo not drawn)
→ .	.	18	.	-3	.	.	-13	.	3	-11
8) COc1ccc(N2CCN(CC(=O)Nc3ccc(C)cc3Br)CC2)cc1
→ -8	21	11	7	-12	-3	3	26*	47	12	8
9) O=C1N=c2ccccc2=C1c1sc(=O)[nH]c1O
→ .	34	1	24	-10	.	-15	2	12	10	-19
10) O=C(NCc1cccnc1)c1cc(C2CCCN(S(=O)(=O)c3cccs3)C2)on1 (stereo not drawn)
→ .	9	10	1	6	.	9	-5	8	15	-45
11) CCC(=O)Nc1c(C(=O)N2CCN(c3ccccn3)CC2)cnn1-c1ccc(C)cc1
→ -8	12	0	7	7	10	0	-1	10	5	18
12) CCOC(=O)C1CCCN(S(=O)(=O)c2ccc3c4c2CC(=O)N4CC(C)S3)C1 (stereo not drawn)
→ -6	-4	-11	1	-3	-7	12	2	10	21	5
13) CC(C)Cc1cc(C(=O)Nc2ccc(Br)cc2)no1
→ 6	-59	-71	-45	6	-29	-17	2	-13	-39	-14
14) NC(=O)c1ccc(Oc2ccc(C(N)=O)cc2)cc1
→ -2	13	7	-11	2	-5	-8	3	-3	-6	-3
15) c1ccc(CN(Cc2ccccc2)C(c2ccnc3ccccc23)c2nnnn2-c2ccc3c(c2)OCCO3)cc1 (stereo not drawn)
→ .	.	-6	.	18	.	2	-7	19	3	9
16) CCc1ccc(S(=O)(=O)Nc2ccncc2)cc1
→ -2	14	1	9	6	-4	0	-4	-14	-14	-11
17) Cc1cc(C)c2sc(N(CCCN(C)C)C(=O)CN3C(=O)c4ccccc4C3=O)nc2c1
→ 0	2	-11	-5	15	0	-3	-6	-4	-4	-4
18) Cc1ccc2nc(C(=O)O)c(C(=O)O)nc2c1
→ 0	4	2	0	-13	-8	13	1	16	12	-6
19) O=C(Nc1ccc2c(c1)nc1n2CCSC1)c1ccccc1
→ -3	-84	-179	-86	62*	25	1	5	47	-35	-45
20) COc1cc(Br)cc2cc(C(=O)N3CCN(C(=O)c4ccco4)CC3)c(=O)oc12
→ 2	-15	-21	-6	9	-1	-5	3	3	7	-18
21) COc1ccc(CCNC(=O)c2ccc(Cl)cc2Cl)cc1OC
→ -6	10	-6	-2	-2	0	-3	-9	-6	16	9
22) C/C(CC(=O)NC12CC3CC(CC(C3)C1)C2)=N\NC(=O)c1ccc(C)cc1
→ -17	-4	-20	-14	-3	-1	-43	-10	-9	-16	-7
23) CCOC(=O)C(CCC#N)(CCC#N)C(=O)OCC
→ 3	13	2	8	-1	4	-11	-5	11	-4	-3
24) C/C=C(\C)C(=O)NCCN1C2=NC[C@@H](C)N2C[C@H]1Cc1ccc(O)cc1
→ 2	-16	5	5	-13	1	-8	-11	-6	5	5
25) CCOC(=O)CCNC(=O)N1CCCC(CCC(=O)N(C)CCc2ccccn2)C1 (stereo not drawn)
→ -2	-10	16	-3	7	0	-12	3	-7	-1	12
26) CCOc1ccc(CC(=O)NNC(=O)NC2CCCCC2)cc1
→ 10	17	-35	8	-2	1	4	-7	15	6	-10
27) O=C(c1ccccc1)N1CCN(CC(O)COC2CCCCC2)CC1 (stereo not drawn)
→ -3	8	16	-3	-18	5	3	-7	3	-9	-7
28) COc1ccc(C(O)P(=O)(OCc2ccccc2)c2ccc(N(C)C)cc2)cc1 (stereo not drawn)
→ 8	6	-5	-7	-7	-2	-18	-3	3	5	-7
29) CC1(C(=O)NCc2ccccc2)CSCC(=O)N1Cc1cccc(C(F)(F)F)c1 (stereo not drawn)
→ .	.	24	.	-2	.	.	-2	.	9	17
30) CCOC(=O)c1c(C)n(C)c2cc(-c3ccc(F)cc3)c(O)cc12
→ 7	1	-18	11	-12	5	-4	-4	-21	-2	-22
31) NC(=O)c1ccc(NC(=O)COC(=O)C2CC3C=CC2C3)cc1 (stereo not drawn)
→ 0	3	15	-19	-6	-5	-8	0	-16	4	11
32) CCCc1cc(=O)[nH]c(SCC(=O)N2N=C(c3ccc(Cl)cc3)CC2c2ccco2)n1 (stereo not drawn)
→ -19	7	-6	1	-8	-7	29	-1	69*	-7	4
33) CCCNC(=O)C1(C)CCN1C(=O)c1ccc(C(C)(C)C)cc1 (stereo not drawn)
→ .	3	22	9	1	.	-16	-5	10	-8	-14
34) O=C(O)CCN(Cc1ccccc1)S(=O)(=O)c1c(Cl)cccc1Cl
→ -2	15	36	-5	-2	-4	-1	3	-4	-1	10
35) C#CC(C)(CC)NC(=O)Cn1nnc(-c2ccc(S(C)(=O)=O)cc2)n1 (stereo not drawn)
→ 3	-35	-4	-4	2	-4	3	-1	-6	1	16
36) CC(Nc1cc(=O)n(C)c(=O)n1C)c1ccccc1 (stereo not drawn)
→ -4	22	3	9	-1	2	-2	-4	4	4	3
37) CN(CCc1ccccc1)C(c1cc2ccccc2o1)c1nnnn1C(C)(C)C (stereo not drawn)
→ .	.	-3	.	13	.	1	-4	14	7	-32
38) COc1ccc(-n2nc3c(N)n[nH]c3cc2=O)cc1
→ 4	-12	7	-3	-12	1	-3	2	-14	1	-19
39) COc1ccc(CCNC(=O)C/C(C)=N/NC(=O)c2ccc([N+](=O)[O-])cc2Cl)cc1OC
→ -5	-3	10	2	-9	0	11	46*	9	-8	10
40) O=C(CSc1nnc(-c2ccccc2)c2ccccc12)NCCN1C(=O)CSC1=O
→ 5	10	22	-6	0	0	11	-4	-1	14	10
41) CC1(C)N=C(N)N=C(N)N1c1cccc(CC(=O)Nc2ccccc2)c1
→ 2	-5	4	-2	78*	-5	-11	-2	7	-5	4
42) COC(=O)c1cc(CSc2nc3ccccc3c(=O)n2C)oc1C
→ 12	-5	11	7	19	18	18	1	26	0	4
43) CCN(CC)C(=O)c1oc2ccc(S(=O)(=O)N3CCCCCC3)cc2c1C
→ 4	23	6	3	-1	3	9	4	15	20	24
44) CCCc1cc(-c2n[nH]c(C(=O)OCC)c2-c2cscn2)c(O)cc1O
→ -4	17	-6	-1	2	-4	5	-13	13	14	3
45) COc1cccc(OCCOc2cccc(/C=N/n3cnnc3)c2)c1
→ 2	-96	-93	-68	0	-16	4	8	14	-5	-45
46) C/C(=N\NS(=O)(=O)c1cccc([N+](=O)[O-])c1)c1cc2ccccc2o1
→ -10	-15	23	-18	-10	-5	-7	6	4	-7	-35
47) CCOC(=O)c1ccc(S(=O)(=O)N2CCC(C(=O)NCC3COc4ccccc4O3)CC2)cc1 (stereo not drawn)
→ 2	6	-4	8	7	9	-2	-3	15	-6	-28
48) N=C1CCCN1CC(=O)c1cccs1
→ 4	11	5	-29	1	4	-20	-3	8	-20	-9
49) CNc1snc(C)c1C(=O)OC(C)C(=O)NCc1ccccc1 (stereo not drawn)
→ -2	12	-31	-14	-16	5	9	8	-5	-1	-25
50) CCOC(=O)c1cc(-c2csc(-c3ccc(C(C)(C)C)cc3)n2)on1
→ 9	2	-9	-3	15	1	-12	-2	39	7	-1

# Next section:
# Values run as follows: TLR9-MyD88 block	NCOA3 inh	NR5A2 inv ag	SRC1 inh	TRAIL sens C8	LMP1 NFkB inh	TROY signal inh	NOD2-RIPK2 inh	TWEAK-Fn14 inh	COUP-TFII inh	SRC2 inh
51) CS(=O)(=O)N(CC(=O)N1CCC(C(N)=O)CC1)c1ccc(Cl)c(C(F)(F)F)c1
→ 7	4	9	-3	-7	-2	-14	-5	-7	-8	6
52) Cn1nc(CC(=O)Nc2ccc3c(c2)OCCO3)c2ccccc2c1=O
→ 5	35	39	12	14	13	14	-4	24	68*	-2
53) Cc1ccc(-c2cc(C(=O)Nc3cc(C(=O)O)ccc3C)c3ccccc3n2)cc1
→ .	-13	7	-5	6	3	-40	-4	15	18	12
54) Nc1ccccc1-c1n[nH]c(=S)s1
→ -4	6	7	17	10	-8	10	4	-3	.	.
55) CCOC(=O)/C=C1\SCC(=O)N1CC(=O)N1CCOCC1
→ 2	24	2	-9	4	9	9	-4	3	9	3
56) NNC(=O)Cc1csc(-c2ccccc2)n1
→ 0	8	4	5	-3	-6	10	-7	11	-13	-5
57) Cc1cc(/C=N/NC(=O)c2c(Br)cnn2C)c(C)n1-c1cccc(Br)c1
→ 10	17	0	5	-5	24	-6	11	-8	7	13
58) CC(C)=CCc1cc([C@@H]2COc3c(ccc4c3C=CC(C)(C)O4)C2)c(O)cc1O
→ 9	10	14	-9	13	17	10	0	63*	22	11
59) CCc1cc(SC#N)ccc1N
→ -10	10	11	-5	11	-3	-2	1	-12	0	-4
60) CC(C)NC(=S)NN=C1CCCCCCCCCCC1
→ 4	0	-20	-10	-20	9	12	6	3	-19	16
61) N#Cc1c(NC(=O)c2cc([N+](=O)[O-])ccc2N2CCOCC2)sc2c1CCCC2
→ 12	-3	-5	-17	-1	4	-12	-7	-28	-13	-11
62) COc1ccc(-c2oc3ccccc3c2C#Cc2cncn2C)cc1
→ -8	-13	-3	-11	24	-12	-44	-6	8	-12	-1
63) CC1(c2nnnn2-c2ccc3c(c2)OCCO3)CCC(=O)N1CC(F)(F)F (stereo not drawn)
→ .	.	-46	.	2	.	-48	4	-7	-31	-47
64) COc1ccccc1-c1c(C)nn2c(N3CCN(Cc4ccccc4)CC3)cc(C)nc12
→ 13	15	21	-3	13	0	15	5	9	8	3
65) Cc1cc(NC(=O)C(C)SCC(=O)O)no1 (stereo not drawn)
→ 5	12	13	11	-2	-8	5	4	17	-1	4
66) COc1ccccc1C(=O)Nc1nc(C)cc(C)n1
→ .	2	23	5	-19	.	5	-4	-21	7	7
67) O=C(/C=C/Nc1ccccc1C(F)(F)F)c1ccco1
→ 3	-116	-153	-115	59*	-33	-26	-9	-17	-33	-52
68) CN(C(=S)Nc1ccccc1)c1ccccc1
→ 15	4	-12	0	-3	-11	-14	-3	5	6	-11
69) CCOC(=O)C1CCN(C(=O)COc2ccc(Cl)cc2C)CC1
→ -4	-17	13	-9	-9	0	1	-3	-9	16	13
70) C=CCn1c(O)c(C2=c3ccccc3=NC2=O)s/c1=N/c1nccs1
→ -4	-12	8	-1	33	-22	-6	0	-33	-4	12
